Nrf2 activator: qHTS of Nrf2 Activators. Potency, µM (titrated, usually from 46.1 µM), inactives show top-dose activation, most hits filed as activators. 410,000 compounds, 0.31% hits. AREc32 ARE-luciferase reporter (MCF7-derived line), luminescence, 24 h. AID 624171, 2012; note: potency is the fitted concentration of half-maximal effect; % of control where 0% means no effect; nearly all actives have a fitted effect of over 65% in size
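AREc32_Fluc, 1000 cells/well, OPTI-MEM + 5% FBS, o/n 37 deg C 5% CO2; 23 nL cpd by pin tool, 24 hr; Steady-Glo 30 min RT, luminescence.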
CCT modulator: High-Throughput Screening for Modulators of Cytosolic Chaperonin Activity; purified chaperonin ATPase assay, HTRF ADP detection, 30 min; activity change, % (no concentration beside the values), hits read low; 360,000 compounds, 0.3% hits; AID 651819, 2012; in the data active = activity change below about -30%; note: % is set by controls: 0 for no effect and ±100 for the full control effect
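Nucleotide hydrolysis assay: TRiC at 20–40 nM final (set by batch activity) with 10 uM ATP, 30 min at 37 °C, in presence of 76 uM compound. Detection by competitive ADP HTRF, 30 min ambient.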
pAkt inh: HTS Assay for Inhibitors of Akt Phophorylation: Primary Screen; Neuro2A IGF-stimulated pAkt S473 HTRF, 20 min; hits give low values; activity change, % for hits at 50 µM; 360,000 compounds, 0.32% hits; in the data active = activity change below about -80%; inconclusive = mostly about -51% to -80%; note: % is set by controls: 0 for no effect and ±100 for the full control effect
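Neuro2A cells (4,500/well, DMEM with 0.5% FBS) were treated with compound at a single 50 µM final concentration, stimulated with 6 nM IGF for 20 min at 37 °C, and lysed. Phospho-Akt Ser473 was read by HTRF as 665/615 ratio ×10^4.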
Nrf2 block: Nrf2 qHTS screen for inhibitors | A549 ARE-Fluc reporter, luciferase luminescence, 18-24 h | Potency, µM (doses to about 46 µM), for the others: at the top dose activity change, negative = inhibition, most hits filed as inhibitors | 360,000 compounds, 2.1% hits | AID 504444, 2011; note: potency is the fitted concentration of half-maximal effect; % is set by controls: 0 for no effect and ±100 for the full control effect; nearly all actives have a fitted effect of over 60% in size
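Reporter: ARE-Fluc in A549. Exposure: 18-24 h, 37 °C, 5% CO2, 5% FBS OPTI-MEM. Readouts: fluorescent cytotoxicity (CellTiter-Fluor), then luminescent Nrf2 signal after BugLite.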
EPAC2 ag: qHTS for Agonist of cAMP-regulated guanine nucleotide exchange factor 4 (EPAC2): primary screen. Potency, µM (highest dose often 154 µM), for inactives: at the top dose activation, hits mostly activators. EPAC2 activation, biochemical qHTS; response scale: 100% = 6.5 mM cAMP response. 360,000 compounds, 0.079% hits; note: potency is the fitted concentration of half-maximal effect; nearly all actives have a fitted effect of over 50% in size
Target sequence (Q8WZA2 whole entry, looked up): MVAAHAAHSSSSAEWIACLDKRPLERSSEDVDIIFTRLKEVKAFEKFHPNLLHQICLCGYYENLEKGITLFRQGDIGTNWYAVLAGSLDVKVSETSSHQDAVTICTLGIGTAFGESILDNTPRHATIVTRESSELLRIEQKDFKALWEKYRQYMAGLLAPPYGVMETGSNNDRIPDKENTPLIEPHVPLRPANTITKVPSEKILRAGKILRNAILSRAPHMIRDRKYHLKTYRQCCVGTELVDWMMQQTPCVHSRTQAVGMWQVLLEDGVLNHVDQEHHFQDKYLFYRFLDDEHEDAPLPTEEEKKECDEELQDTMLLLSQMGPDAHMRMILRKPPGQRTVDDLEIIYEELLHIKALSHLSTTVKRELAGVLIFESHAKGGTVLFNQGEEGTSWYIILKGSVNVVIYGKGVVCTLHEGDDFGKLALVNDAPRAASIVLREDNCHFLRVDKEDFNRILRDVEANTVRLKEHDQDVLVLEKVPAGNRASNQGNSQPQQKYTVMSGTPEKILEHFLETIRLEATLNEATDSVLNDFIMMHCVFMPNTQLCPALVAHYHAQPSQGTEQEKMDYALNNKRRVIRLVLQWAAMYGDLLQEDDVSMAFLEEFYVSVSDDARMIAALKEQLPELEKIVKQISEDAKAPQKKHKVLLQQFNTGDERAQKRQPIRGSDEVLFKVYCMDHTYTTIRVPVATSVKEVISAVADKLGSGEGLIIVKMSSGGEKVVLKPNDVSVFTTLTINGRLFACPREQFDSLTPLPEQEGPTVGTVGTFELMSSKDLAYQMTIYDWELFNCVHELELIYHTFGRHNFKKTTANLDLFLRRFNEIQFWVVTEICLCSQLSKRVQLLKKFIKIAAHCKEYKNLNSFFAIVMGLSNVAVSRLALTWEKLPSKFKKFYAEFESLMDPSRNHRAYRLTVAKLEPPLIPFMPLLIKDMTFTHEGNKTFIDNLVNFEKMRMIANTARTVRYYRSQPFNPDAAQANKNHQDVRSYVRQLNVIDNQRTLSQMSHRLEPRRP
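In this primary screen, activation is scored as increased exchange of BODIPY-GDP from Rap1B by 100 nM EPAC2, with 50 uM GDP as competitor. Signal is normalized to the 6.5 mM cAMP agonist control.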
MmCpn inh: Inhibitors of TCP-1 ring complex (TRiC) of Methanococcus maripaludis (MmCpn): qHTS; Chaperonin Mm-Cpn (Methanococcus maripaludis); purified Mm-Cpn ATPase, ADP Transcreener TR-FRET; Potency, µM (series often up to 76.9 µM), for the others: at the highest dose activity, negative = inhibition, most hits filed as inhibitors; 330,000 compounds, 0.031% hits; AID 504842, 2011; note: potency is the fitted concentration of half-maximal effect; % is set by controls: 0 for no effect and ±100 for the full control effect; nearly all actives have a fitted effect of over 80% in size
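Measured: ADP formation by purified Mm-CPN. Conditions: 25 nM protein, 10 uM ATP, Tris pH 7.4 with Mg2+, K+ and DTT, 37°C for 30 min. Detection: Transcreener HTRF after 30 min at room temperature.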
A549 tox: Nrf2 qHTS screen for inhibitors: counterscreen for cytotoxicity | A549 ARE-Fluc cells, CellTiter-Fluor viability, 18-24 h | Potency, µM (highest dose often 46 µM), for inactives: at the top dose activity change, negative = cytotoxicity, actives largely listed as inhibitors | 390,000 compounds, 0.16% hits; note: potency is the fitted concentration of half-maximal effect; % is set by controls: 0 for no effect and ±100 for the full control effect
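Cytotoxicity counterscreen: CellTiter-Fluor fluorescence was measured in A549 ARE_Fluc cells after 18-24 h of compound exposure in a concentration series. The subsequent BugLite luminescent read reports ARE-luciferase activity.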
EPAC2 antagonist: qHTS for Antagonist of cAMP-regulated guanine nucleotide exchange factor 2 (EPAC2): primary screen; 360,000 compounds, 0.18% hits; Potency, µM (highest dose often 114 µM), inactives show at the top dose activity, negative = inhibition, actives largely listed as inhibitors; EPAC2 GEF exchange of Rap1B-BODIPY-GDP, fluorescence; Rap guanine nucleotide exchange factor 4 (Homo sapiens), Q8WZA2; note: potency is the fitted concentration of half-maximal effect; % is set by controls: 0 for no effect and ±100 for the full control effect; nearly all actives have a fitted effect of over 45% in size; many of its hits are not listed in these tables
TGFb inhibitor: qHTS for Inhibitors of TGF-b; 410,000 compounds, 1.2% hits; HepG2 CAGA-GFP TGF-b/SMAD3 reporter, GFP fluorescence, 18 h; TGF-beta stimulated, 500 pg/mL final; Potency, µM (top dose mostly 46.1 µM), for the others: top-dose activity, negative = inhibition, hits mostly inhibitors; note: potency is the fitted concentration of half-maximal effect; % is set by controls: 0 for no effect and ±100 for the full control effect; nearly all actives have a fitted effect of over 65% in size
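Using HEPG2 CAGA-GFP reporter cells at 1000 cells/well, we pinned test compounds, stimulated with recombinant TGF-beta (500 pg/mL final) and measured total well GFP after 18 h.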
* marks the source's active call; other numbers are inactive results; i = inactive; ? = inconclusive; · = not tested or not shown; & = joins results of further samples; [ ] = remark or other dose. Unless noted, calls come from the whole dose curve; as a rule, active = well fitted curve in the direction sought with a large enough effect; inconclusive = small, poorly fitted or top-dose-only effect, or another doubt; inactive = no such curve, though single readings can be large; an effect the other way counts as inactive or inconclusive.

SMILES	Nrf2 activator	CCT modulator	pAkt inh	Nrf2 block	EPAC2 ag	MmCpn inh	A549 tox	EPAC2 antagonist	TGFb inhibitor
CC(=O)/C=C1\N(C)c2ccc(C)cc2C1(C)C	0.2%	-0.3	i	0%	4%	-1%	-6%	-8%	22%
Cc1ccc2nc(Nc3ccc4[nH]c(=O)[nH]c4c3)c(-n3nc(C)cc3C)nc2c1	4.4%	-2.5	i	?	-5%	1%	?	-1%	72%[activator]
CCN(CC)S(=O)(=O)c1ccc2oc(Nc3ccc(OC)cc3)nc2c1	0.4%	0.2	i	-12%	1%	-1%	2%	1%	-10%
COc1ccc(OC)c(N(CC(=O)Nc2ccc(NC(C)=O)cc2)S(C)(=O)=O)c1	0.3%	-8.4	i	1%	3%	2%	-5%	6%	1%
CC1CCCCC1NC(=O)/C(C#N)=C/C=C/c1ccccc1[N+](=O)[O-] (stereo not given)	?	1.8	i	16µM*	-7%	1%	?	5%	20µM*
N=c1c(C(=O)NC2CCCC2)cc2c(=O)n3ccccc3nc2n1CCCN1CCOCC1	0.3%	0.5	i	2%	3%	-1%	0%	-10%	26%
Cc1ccc(S(=O)(=O)N(C)C)cc1NC(=O)c1cc(=O)c2ccccc2o1	?	-4.6	i	?	12%	-3%	-1%	5%	-28%
NC(=O)N/N=C/c1c(F)cccc1F	8.6%	1.3	i	-18%	-1%	2%	6%	-12%	0%
COCCN(Cc1ccccc1)C(=O)c1cc(-c2ccc(OC)c(OC)c2)nc2ccccc12	8.3%	0.2	i	18µM*	1%	-11%	?	-20%	4%
CC(=O)N1CCC(N(CCN2CCOCC2)C(=S)Nc2cc(C)ccc2C)CC1	-0.7%	-1.6	i	-10%	-13%	0%	10%	-4%	-1%
CC(=Nc1ccccc1)C1=C(O)C(Cc2ccccc2)NC1=O (stereo not given)	2.3%	-3.1	i	?	3%	·	-13%	0%	?
COc1ccc(OC)c(S(=O)(=O)NCc2cc(-c3ccccc3)no2)c1	-0.5%	-1.0	i	-14%	-5%	0%	0%	-5%	0%
O=C(COCc1ccccc1)N[C@@H](Cc1ccc(O)cc1)C(=O)O	0.3%	-1.6	i	1%	10%	·	0%	-4%	21%
COc1ccc(/C=C2\SC(N)=NC2=O)cc1	0.5%	1.1	i	?	7%	0%	-13%	-1%	22%
CCCCCOCC1CC(C/C(C)=N/Nc2nc(-c3ccccc3)cs2)C(=O)O1 (stereo not given)	5.0%	-1.1	i	?	0%	-3%	-3%	14%[57.1 µM]	6%
O=C(Nc1cc(Cl)ncn1)c1ccccc1	9.9%	1.7	i	-15%	-7%	·	0%	-30%	24%
CC(Cc1ccccc1)NC(=O)c1cc2ccccc2o1 (stereo not given)	-0.6%	0.9	i	?	10%	0%	-8%	2%	3%
CN(CC(=O)N1CCOCC1)S(=O)(=O)c1ccc2ccccc2c1	0.4%	-1.6	i	4%	13%	1%	14%	-1%	-5%
O=C(COC(=O)c1ccc(Cl)c(S(=O)(=O)N2CCCCCC2)c1)NCc1ccccc1	-0.6%	0.5	i	·	-7%	·	·	-7%	-9%
COc1ccc(-c2cc(-c3ccc(OC)cc3)nc(-c3ccc4c(c3)NC(=O)CO4)c2)cc1	-0.6%	-0.1	i	?	-6%	-4%	?	2%	-44%
O=C(CC(Sc1n[nH]c(-c2ccccc2)n1)c1ccccc1)NCc1ccccc1 (stereo not given)	3.2%	-2.1	i	5%	-2%	0%	-14%	20%	-1%
CC(C)(C)NCC(O)COc1ccc(Br)cc1 (stereo not given)	0.0%	-2.0	i	10%	14%	-1%	-4%	4%	-1%
CCC(=O)N1CCc2cc(S(=O)(=O)CCC(=O)NCc3cccc(OC)c3)ccc21	-0.9%&3.8%	-66*	·	2%&20%	7%	-1%	0%&14%	16%	5%&-12%
Cc1cccc(N2CCN(C(=O)c3ccc(-n4cncn4)c([N+](=O)[O-])c3)CC2)c1C	-0.3%	-1.9	i	9%	4%	-4%	-1%	-19%	?
CC(C)(C)NC(=S)NC(=O)C12CC3CCC(CC(C3)C1)C2	-0.3%	0.7	i	4%	-2%	1%	?	-3%	-5%
CNC(=O)C(=O)Nc1cc2c3c(c1)CCN3C(=O)CC2	3.2%	1.6	i	-4%	-2%	4%	7%	10%	14%
Fc1ccccc1-c1n[nH]c(=S)n1/N=C/c1c[nH]c2ccccc12	5.9%	0.0	i	1%	-8%	-1%	-5%	-9%	10%
O=C(NCc1ccccc1)C1CCN(S(=O)(=O)N2CCCCCC2)CC1	-0.2%	-1.7	i	·	-2%	-2%	6%	-2%	3%
CCC(NC(=O)c1oc2ccccc2c1COC)c1ccc(OC)cc1 (stereo not given)	0.1%	0.7	i	-13%	11%	-2%	1%	-9%	-3%
CC(=O)C1=C(O)C(=O)N(CCC(=O)O)C1c1ccccc1Cl (stereo not given)	-0.6%	-2.2	i	·	9%	-4%	11%	-2%	-2%

Brought forward from above: 4 entries; new compounds follow.
SMILES	Nrf2 activator	CCT modulator	pAkt inh	Nrf2 block	EPAC2 ag	MmCpn inh	A549 tox	EPAC2 antagonist	TGFb inhibitor
Fc1ccccc1-c1n[nH]c(=S)n1/N=C/c1c[nH]c2ccccc12	5.9%	0.0	i	1%	-8%	-1%	-5%	-9%	10%
O=C(NCc1ccccc1)C1CCN(S(=O)(=O)N2CCCCCC2)CC1	-0.2%	-1.7	i	·	-2%	-2%	6%	-2%	3%
CCC(NC(=O)c1oc2ccccc2c1COC)c1ccc(OC)cc1 (stereo not given)	0.1%	0.7	i	-13%	11%	-2%	1%	-9%	-3%
CC(=O)C1=C(O)C(=O)N(CCC(=O)O)C1c1ccccc1Cl (stereo not given)	-0.6%	-2.2	i	·	9%	-4%	11%	-2%	-2%
COc1ccc(F)cc1S(=O)(=O)n1cnc2ccccc21	-0.7%	-3.8	i	?	22%	-2%	7%	2%	-4%
Cn1ccnc1SC(C(=O)O)c1ccccc1 (stereo not given)	-0.7%	-1.8	i	-7%	9%	0%	9%	5%	7%
O=C(NNC(=O)c1cccs1)c1ccc(Cl)cc1	0.1%	-3.2	i	?	9%	-2%	-1%	5%	8%
CC1CN(c2nc3ccccc3nc2SCC(=O)Nc2ccc(F)cc2)CC(C)O1 (stereo not given)	5.4%	-5.4	i	9%	11%	-16%	-2%	-13%	?
Cc1ccc(NC(=O)Cn2c(=O)n(Cc3ccco3)c(=O)c3ccccc32)c(C)c1	0.3%&-0.6%	0.6	i	-6%&1%	-9%	1%	2%&-1%	-1%	-4%&-24%
OCC1(CCCc2ccccc2)CCN(Cc2cnc(N3CCOCC3)s2)CC1	3.7%	-4.8	i	27%	12%	1%	12%	11%	3%
O=S(=O)(c1cccc(-c2cn3ccccc3n2)c1)N1CCCC1	-0.1%	1.8	i	-9%	14%	1%	4%	0%	?
N#Cc1ccccc1CN1C(=O)S/C(=C/c2cccn2-c2cccc(C(=O)O)c2)C1=O	2.8%	-6.1	i	·	7%	0%	-18%	-1%	-1%
c1ccc(Oc2c3ccccc3nc3ccccc23)cc1	3.4%	-3.0	i	9%	5%	-1%	-17%	7%	?
Cn1c(N2CCCC2)nc2c1c(=O)[nH]c(=O)n2C	0.1%[9.22 µM]	0.8	i	-22%	5%	0%	3%	3%	4%
COc1cccc2c(=O)cc(C)n(CC(=O)Nc3cccc(C)c3)c12	5.1%	-10	i	?	-1%	1%	-12%	7%[57.1 µM]	-21%
CCc1cc(C(=O)N2CCN(S(=O)(=O)c3ccccc3F)CC2)sc1C	0.3%	-1.6	i	?	18%	-2%	16%	-17%	-7%
COc1ccc(CCNC(=O)NCc2noc3ccc(C)cc23)c(OC)c1	0.0%	·	·	-16%	·	·	1%	·	-17%
O=c1cnnc(NCc2ccccc2)[nH]1	-0.6%	-1.2	i	0%	-6%	-7%	-3%	0%	15%

Whole records as entered above:
COc1ccc(F)cc1S(=O)(=O)n1cnc2ccccc21 is listed as Nrf2 activator = -0.7%; CCT modulator = -3.8; pAkt inh = i; Nrf2 block = ?; EPAC2 ag = 22%; MmCpn inh = -2%; A549 tox = 7%; EPAC2 antagonist = 2%; TGFb inhibitor = -4%
O=C(NNC(=O)c1cccs1)c1ccc(Cl)cc1 is listed as Nrf2 activator = 0.1%; CCT modulator = -3.2; pAkt inh = i; Nrf2 block = ?; EPAC2 ag = 9%; MmCpn inh = -2%; A549 tox = -1%; EPAC2 antagonist = 5%; TGFb inhibitor = 8%

An excerpt (hit frequency here may not be typical).
